Compound activity from PubChem BioAssay.
G6PDH counter = inhibits Leuconostoc G6PDH, flagging false hits in G6PDH-based assays; Purified L. mesenteroides G6PDH, diaphorase/resazurin coupled fluorescence, 45 min; inhibition, % at 5 µM; 0.12% of 200,000 active; AID 1020; in the data active means inhibition above about 50%
HMGR II inh = E. faecalis class II HMG-CoA reductase inhibition. purified E. faecalis HMGR, NADPH absorbance 340 nm kinetic. inhibition, % at 10 µM. 0.41% of 190,000 active. AID 1066;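 active means inhibition above a set limit, the median over all tested compounds plus 3 SD, cut at about 9.5% in these data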;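 further: enzyme runs in reverse so mevalonate oxidation gives rising NADPH absorbance; 0% = complete reaction with DMSO and 100% = background rate lacking mevalonate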
NF-kB neuron act = raises NF-kB expression in human neuronal cells | 1.6% of 190,000 active | fold change at 12.5 µM | AID 1239 | NF-kB reporter expression; active compounds read high; in the data active means fold change above about 3.3
STAT1 act = activators of IFN-gamma induced STAT1 signaling; NIH 3T3 STAT1-luciferase reporter, luminescence; 100% = IFN-gamma alone, no compound; AID 932; activation (% of control), % at 5.5 µM; 2.6% of 200,000 active;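 active means activation above the screen-wide mean activation plus 3 SD, cut at about 130% in these data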;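 further: raw ratio to IFN-gamma control signal so 100% means no change and 0% no light; values of inactives mirror those of a sister screen read the other way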
DTT redox prof = compounds producing H2O2 with reducing agent – biochemical, NIH compound library profiling, artefact control for MLSCN library redox annotation, primary screen; AID 878; 0.03% of 200,000 active; activation, % at 10 µM; DTT-dependent redox cycling H2O2, phenol red/HRP absorbance; 100% = 100 µM peroxide control, 0% = buffer;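 active means activation of at least 50% relative to the plate's high and low controls in the primary single-dose screen; inactive means activation below 50%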;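 further: compound incubated with DTT at 0.8 mM final as the reducing agent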
FLuc inhib CS = counter-screen for luciferase assay inhibitors: firefly luciferase inhibition; P08659; ATPLite firefly luciferase biochemical luminescence, 10 min; 1.5% of 200,000 active; inhibition, % at 10 µM;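 active means inhibition above about 50% when tested at 10 µM, limit read from the data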
Target sequence (P08659 whole entry, looked up): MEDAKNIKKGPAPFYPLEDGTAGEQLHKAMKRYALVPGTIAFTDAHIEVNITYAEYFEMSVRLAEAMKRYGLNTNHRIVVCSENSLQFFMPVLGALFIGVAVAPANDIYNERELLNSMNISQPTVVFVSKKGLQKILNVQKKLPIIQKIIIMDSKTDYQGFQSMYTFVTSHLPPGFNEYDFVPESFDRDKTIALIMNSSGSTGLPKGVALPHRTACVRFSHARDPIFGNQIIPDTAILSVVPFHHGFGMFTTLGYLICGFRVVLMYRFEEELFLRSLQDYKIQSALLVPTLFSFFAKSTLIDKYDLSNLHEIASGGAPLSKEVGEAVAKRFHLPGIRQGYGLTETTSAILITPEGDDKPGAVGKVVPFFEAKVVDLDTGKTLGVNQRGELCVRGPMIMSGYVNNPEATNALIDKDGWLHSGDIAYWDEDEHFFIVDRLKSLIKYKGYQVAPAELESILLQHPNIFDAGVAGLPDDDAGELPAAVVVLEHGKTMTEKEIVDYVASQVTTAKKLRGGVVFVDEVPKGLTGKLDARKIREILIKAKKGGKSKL
APP 5UTR inh = APP translation inhibition. SH-SY5Y APP 5'UTR-luciferase reporter, luminescence. inhibition, % at 2 µM. 0.82% of 190,000 active. AID 1285;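 active means inhibition above a set limit, derived from the sample mean plus 3 SD, cut at about 45% in these data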; further: values of inactives mirror those of a sister screen read the other way
FLuc stim CS = affects firefly luciferase, flagging false hits in luciferase stimulation screens | P08659 | ATPlite luciferase biochemical, luminescence, 10 min; 0 = ATP-free wells, 1 = DMSO control | activation factor at 10 µM | 200,000 tested, under 10 active | AID 1027;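 active means luciferase activation factor, scaled between plate controls, of at least 2 with compound at 10 µM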
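System: luciferase plus luciferin reagent, cell-free; medium: PBS as buffer for the ATP substrate; dosing: test compounds dosed from 2 mM stocks in 100% DMSO; timing: 10 min post-reagent at room temperature; measured by: luminescence measurement of luciferase light output; evaluation: luciferase activation, seen as luminescence increase over controls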
Hsp70 activator = Hsp70 transcriptional activation, primary screen. activation, % at 10 µM. 0.04% of 200,000 active. HeLa Hsp70 promoter luciferase reporter, luminescence; scaled: vehicle 0, proteasome-inhibitor control 100%;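 active means activation above the mean across all tested compounds plus 3 SD, cutoff set per campaign, cut at about 5.5% in these data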;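 further: 100% = MG132 at 30 µM as the positive control and 0% = DMSO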
APP 5'UTR act = activates APP 5'UTR luciferase reporter. activation, % at 2 µM. SH-SY5Y APP 5'UTR luciferase reporter, luminescence; zero percent = DMSO vehicle wells. AID 1276. 1% of 190,000 active;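 active means activation above a set limit, based on mean plus 3 SD of controls, cut at about 140% in these data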; further: values of inactives mirror those of a sister screen read the other way
An asterisk follows results filed as active; / = no result given.

SMILES	G6PDH counter	HMGR II inh	NF-kB neuron act	STAT1 act	DTT redox prof	FLuc inhib CS	APP 5UTR inh	FLuc stim CS	Hsp70 activator	APP 5'UTR act
O=S(=O)(c1ccc2nc(Cc3ccccc3)[nH]c2c1)N1CCOCC1	22	-1	0.97	96	-0.2	-8	-7	1.1	0.4	7
O=C(NCc1ccccc1)c1ccc(COCC(F)(F)F)o1	-5	-2	1.1	98	-0.2	-6	5	1.1	-0.4	-5
COc1ccc(C(=O)Oc2cccnc2)cc1	3	1	1.2	102	0.0	-1	2	1	-0.3	-1
CN1C(c2ccc(F)cc2)=CS/C1=C(/C#N)c1nnc(N2CCOCC2)n1-c1ccccc1	10	-8	0.84	98	-0.1	-6	-22	1.1	-0.3	22
CN(C(=O)Cc1noc2ccccc12)c1ccccc1	3	-5	1.5	100	7.2	1	-1	1	-0.3	1
C/C(=N\NC(=O)c1ccc(F)cc1)c1cccc(NC(=O)c2ccco2)c1	6	1	0.94	101	-4.3	50*	-14	0.5	0.1	14
CCOC(=O)c1sc2nc(CC(=O)OC)nc(N3CCN(c4ccccn4)CC3)c2c1C	16	6	0.38	96	2.9	-8	-1	1.1	-0.1	1
OCCN(Cc1ccccc1)CC1CCCCC1	-8	-4	1.3	97	3.5	-1	-7	1	-0.2	7
CCOC(=O)C1=C(CN2CCc3ccccc32)NC(=O)NC1c1cc(C)ccc1C (configuration not stated)	/	/	/	91	-4.0	/	-1	/	-0.2	1
O=[n+]1cc(-c2ccccc2)n([O-])c2c1CCCCC2	14	-3	1.1	95	-0.3	2	12	1	-0.2	-12
COc1cc(OC)cc(C(=O)Nc2ccc(S(=O)(=O)Nc3nc(C)cc(C)n3)cc2)c1	14	-2	1.1	102	0.2	-3	-1	1	-0.3	1
CC1CCCCN1C(=O)CCS(=O)(=O)c1cccc2nonc12 (configuration not stated)	0	-1	1.5	98	-1.6	-4	-21	1	-0.1	21
COc1ccc(-c2cc(-c3ccc(OC)cc3)c(C#N)c(SC)n2)cc1	5	-6	1.1	102	2.1	-5	6	1.1	-0.6	-6
CCCCN1C(=O)C(O)(CC(=O)c2ccccn2)c2ccccc21 (configuration not stated)	13	-1	0.96	97	0.3	-8	-10	1.1	-0.3	10
CC12CCC(=O)N1C(C(=O)OCC(=O)Nc1sccc1C#N)CS2 (configuration not stated)	1	0	1.1	97	0.8	-2	-6	1	0.3	6
Cn1c(SCC(=O)N2CCCC2=O)nc2ccccc21	7	-9	1.1	101	-1.1	-4	-25	1	-0.2	25
CCOC(=O)CC(=O)CSc1ccc2nnc(-c3ccc(C)cc3)n2n1	0	0	0.91	98	0.1	-6	-1	1.1	0.1	1
CCCc1nc2oc3c(OC)ncnc3c2c2c1COC(C)(C)C2	5	-5	0.92	94	0.0	-4	-8	1	-0.3	8
Cc1ccc(N/C=C(\C2OC(=O)c3ccccc32)[N+](=O)[O-])c(C)c1 (configuration not stated)	9	0	0.96	75	-2.0	3	-9	1	-0.2	9
COc1ccc(NC(=O)CCC2COc3ccccc3O2)c(OC)c1 (configuration not stated)	-11	6	1.1	121	-2.4	-5	8	1.1	0.0	-8
Cc1nc(N)sc1-c1nnc(SCC(=O)Nc2ccccc2C(F)(F)F)n1C	-3	-6	1.1	100	0.6	-10	-8	1.1	0.1	8
C/C(=C\c1cc(C(=O)O)c(C)o1)CO	-15	0	0.88	106	2.4	-8	10	1.1	-0.2	-9
COc1cccc(-c2nc3n(n2)C(c2ccc4c(c2)OCO4)C(C(N)=O)=C(C)N3)c1 (configuration not stated)	2	-7	1.4	80	-5.3	-5	1	1.1	-0.2	-1
CCOc1ccc2nc(SCC(=O)N3c4ccccc4Sc4ccccc43)c(C#N)cc2c1	-2	-6	1.1	107	1.0	-3	-1	1	-0.7	1
CNC(=O)COC(=O)c1ccc(OCC(=O)Nc2ccccc2OC)c(OC)c1	-5	-10	1.1	105	-2.1	7	-16	0.9	-0.4	16
CN(C)S(=O)(=O)N1CCN(c2cc(Cl)ccc2Cl)CC1	23	-6	1.1	99	0.8	4	-26	1	0.0	26
CC1CCN(c2nc3c(c(=O)n(C)c(=O)n3C)n2Cc2ccccc2)CC1	-5	1	0.94	102	3.4	-10	0	1.1	-0.1	0
Cc1ccc(CNC(=O)c2ccccc2SCC(=O)NCC2CCCCC2)cc1	-8	-3	1.1	101	0.4	9	-7	0.9	-0.3	7
O=C(O)c1cccc(CSc2nnc(COc3ccccc3)o2)c1	10	0	0.82	91	0.0	0	16	1	-0.2	-16
COc1ccc(NC(=S)NCCN2CCOCC2)c(OC)c1	/	/	/	110	-3.9	/	0	/	-0.1	0
Cc1ccc2c(Cl)c(C(=O)Nc3ccc4c(c3)OCO4)sc2c1	-1	-1	1.3	104	0.2	8	-92	0.9	-0.3	92
O=C(NCc1ccncc1)Nc1ccc(F)cc1	-8	-10	1.1	100	3.6	-6	-21	1.1	-0.4	21
O=C(NC1CCCC1)C1C2C=CC(C2)C1C(=O)N1CCOCC1 (configuration not stated)	4	1	1.6	97	1.5	-8	-20	1.1	0.0	20
Cc1ccc(NC(=S)NC2CC3CCC(C2)N3Cc2ccco2)c(C)c1 (configuration not stated)	-5	3	1.1	103	-3.5	-3	5	1	-0.3	-5
CSC1=C(C#N)C(CC(C)C)C2=C(CCCC2=O)N1 (configuration not stated)	-2	-2	0.93	93	-1.5	-9	3	1.1	0.1	-3
CCCCCCNC(=O)c1cc(-c2ccco2)nc2ccccc12	5	5	0.99	104	0.7	7	20	0.9	0.0	-20
O=C(NCCN1CCOCC1)c1cc(Sc2ccccc2Cl)nc2ccccc12	-8	1	1	102	-0.2	-4	9	1	0.3	-9
COc1ccc(/C=C(\NC(=O)c2ccc(C)cc2)C(=O)Nc2c(C)n(C)n(-c3ccccc3)c2=O)cc1	-1	-1	1.3	96	-0.5	-1	7	1	-0.2	-7
O=C(Nc1ccccc1N1CCOCC1)c1cccnc1Cl	2	-12	1.1	100	-0.3	10	-14	0.9	-0.2	14
CCOC(=O)Nc1cccc(C(=O)O)c1	3	-1	1.3	102	0.4	-4	-32	1	-0.5	32
CN(C(=O)CSc1ncccc1C(=O)O)c1ccccc1	2	1	0.98	100	1.3	-2	10	1	-0.3	-10
C=CCc1ccc(OCCCCN2CC(C)OC(C)C2)c(OC)c1 (configuration not stated)	3	-7	1.2	107	0.4	-5	24	1	0.0	-24
CSc1nc2ccc3nc(NC(=O)C4COc5ccccc5O4)sc3c2s1 (configuration not stated)	-32	-6	0.9	100	-0.3	-4	-22	1	0.0	22
Cc1c(=O)n(OCc2ccccc2F)c2ccccc2[n+]1[O-]	4	-2	5.2*	97	3.2	-3	18	1	-0.1	-18
CCCCSc1nnc(-c2ccccc2)c2ccccc12	2	-5	1.4	95	0.8	0	-13	1	-0.4	13

Compounds listed so far that contain a thiophene ring, fused or not (three):
SMILES	G6PDH counter	HMGR II inh	NF-kB neuron act	STAT1 act	DTT redox prof	FLuc inhib CS	APP 5UTR inh	FLuc stim CS	Hsp70 activator	APP 5'UTR act
CCOC(=O)c1sc2nc(CC(=O)OC)nc(N3CCN(c4ccccn4)CC3)c2c1C	16	6	0.38	96	2.9	-8	-1	1.1	-0.1	1
CC12CCC(=O)N1C(C(=O)OCC(=O)Nc1sccc1C#N)CS2 (configuration not stated)	1	0	1.1	97	0.8	-2	-6	1	0.3	6
Cc1ccc2c(Cl)c(C(=O)Nc3ccc4c(c3)OCO4)sc2c1	-1	-1	1.3	104	0.2	8	-92	0.9	-0.3	92

(continued)
SMILES	G6PDH counter	HMGR II inh	NF-kB neuron act	STAT1 act	DTT redox prof	FLuc inhib CS	APP 5UTR inh	FLuc stim CS	Hsp70 activator	APP 5'UTR act
Cc1cc(C)n(S(=O)(=O)c2cc(C)c(C)cc2C)n1	-16	2	1.4	102	2.7	-4	-12	1	-0.1	12
CCNC(=O)CSc1nc2ccccc2c(=O)n1CCCOC(C)C	-1	2	0.88	101	-2.3	-7	2	1.1	0.0	-2
CCOc1ccccc1CNCCO	5	-1	1.1	102	1.9	-2	-13	1	-0.1	13
Cc1ccc(NC(=O)C2CCCNC2=O)nc1 (configuration not stated)	-21	1	1.3	100	-0.5	-7	-8	1.1	-0.1	8
C=CCNCCOc1c(C)cc(C)cc1Cl	2	-2	1.2	102	-0.1	-5	-21	1	-0.1	21
Cc1ccc2nc(-c3ccc(NC(=O)CCN4C(=O)c5ccccc5C4=O)cc3)sc2c1	-18	-5	7.4*	160*	1.3	68*	-128	0.3	-0.2	128
CCOC(=O)c1c(C=O)c(C)n(Cc2ccc(Cl)cc2)c1C	6	-3	2.2	106	0.0	-8	4	1.1	-0.1	-4
O=[N+]([O-])c1cc(/C=N\Nc2nc(-c3ccccc3)cs2)ccc1O	13	0	1.4	112	0.5	-4	-3	1	-0.2	3
COC(=O)c1cn(Cc2cccc(C)c2)nn1	3	-2	1	103	0.3	-4	-4	1	-0.3	4
O=C(Nc1cccc(-c2nnc(-c3ccccc3)o2)c1)C1CC1	22	-11	1.1	121	0.3	6	-31	0.9	-0.1	31
COc1ccccc1N1CCN(C(=O)CN(c2ccccc2OC)S(=O)(=O)c2ccccc2)CC1	8	1	0.62	101	1.3	-8	-4	1.1	-0.5	4
C#CCNC(=O)/C=C/c1ccc(OC)cc1	10	-11	2	120	0.7	21	-55	0.8	0.2	55
COc1cc2c(cc1OC)CN(S(C)(=O)=O)CC2	4	-7	1.3	94	-1.7	-7	8	1.1	-0.4	-8
Cc1cc(NC(=O)Cn2cnc3sc(C)c(-c4ccccc4)c3c2=O)no1	9	-5	1.2	101	-1.0	2	-8	1	0.1	8
O=C(C1CC(c2ccccc2O)=NO1)N1CCCC1 (configuration not stated)	6	3	1.4	102	0.2	-3	-22	1	-0.2	22
O=C1OC(NC(=O)c2ccccc2)C(N2CCOCC2)=C1Cl (configuration not stated)	-12	-2	1.1	96	-0.9	-6	-4	1.1	-0.6	4
COc1ccc(CCNC(=O)CCc2ccc(S(=O)(=O)NC(C)C)cc2)cc1	0	0	1.3	92	-0.9	-4	-22	1	-0.2	22
Cc1ccc(-c2csc3ncnc(Oc4ccc5c(C)cc(=O)oc5c4)c23)cc1	-2	-10	1.3	105	0.9	-1	18	1	-0.2	-18
O=C(O)C1CC(=O)N(CCc2c[nH]c3ccccc23)C1 (configuration not stated)	3	-6	0.97	100	-0.2	-4	0	1	-0.4	0
C/C(Cl)=C\Cn1c(NCCc2ccccc2)nc2c1c(=O)n(C)c(=O)n2C	4	-1	0.7	76	0.2	-6	13	1.1	-0.6	-13
O=C(OCC(=O)N1CCCC1)c1cncc(Br)c1	-4	-4	0.94	100	7.4	-6	-10	1.1	-0.2	10
N[C@@H](Cc1ccccc1)c1nnc2sc(SCc3ccccc3)nn12	6	-2	0.99	103	0.2	0	8	1	-0.2	-8
CCOCCCNC(C(=O)Nc1ccc(OC)c(Cl)c1)c1ccccc1 (configuration not stated)	6	-6	1	100	-1.7	-4	-169	1	0.1	169*
O=C(c1ccc(Cl)cc1)c1c[nH]c(C(=O)C(Cl)(Cl)Cl)c1	0	-1	1.4	106	0.2	-6	35	1.1	0.0	-35
N#CCC(=N)N1CCN(c2ccccc2Cl)CC1	-15	0	1.1	87	-0.4	-8	3	1.1	-0.1	-3

Records listed so far printed as active in APP 5'UTR act.
| SMILES | HMGR II inh | NF-kB neuron act | STAT1 act | DTT redox prof | APP 5UTR inh | FLuc stim CS | Hsp70 activator | APP 5'UTR act |
| --- | --- | --- | --- | --- | --- | --- | --- | --- |
| CCOCCCNC(C(=O)Nc1ccc(OC)c(Cl)c1)c1ccccc1 (configuration not stated) | -6 | 1 | 100 | -1.7 | -169 | 1 | 0.1 | 169* |
